QS inhibitor: blocks AIP-induced quorum sensing reporter in S. aureus; AID 527; actives 0.3% (n = 24,000); S. aureus RN6390 RNAIII-GFP reporter, flow cytometry 3 h; inhibition, % at 2 µM;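 active = share of bacteria positive for the green fluorescent reporter and its mean brightness both inhibited by 50% or more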;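 also: 0% = AIP-stimulated control and 100% = unstimulated bacteria without AIP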
QS inhibitor GFP MFI %: further read-out of QS inhibitor, marked with its call; inhibition, %; measured here: inhibition of GFP MFI
An asterisk follows results filed as active. An excerpt; count on the stated rates, not on these rows.

No.	mol	QS inhibitor GFP MFI %	QS inhibitor
1	COCCN1Cc2c(sc(C)c2C)N(C(=O)c2ccccc2)C1	22.7	5.3
2	O=C(C1CC1)N1CCc2cc(Br)cc(S(=O)(=O)NCCCN3CCCC3)c21	0.3	-1.1
3	CCn1c(SCC(=O)N2CCOCC2)nc(O)cc1=O	15.8	4.5
4	COc1ccc(OC)c(NC(=O)C2CCCN(S(=O)(=O)c3cccc4nsnc34)C2)c1 (stereo not given)	34.2	-1.6
5	COc1ccc(Cn2c(N)c(C#N)c3nc4ccccc4nc32)cc1OC	15.7	2.5
6	COc1ccccc1Nc1nc(N)nc(CSc2nccc(C)n2)n1	10.5	5.5
7	CCC(=O)NCCCOc1ccccc1	-19.8	-3.1
8	Cc1ccc(O)c(NC(=O)COc2cc(C)ccc2C)c1	-17.2	-3.4
9	O=S(=O)(c1ccccc1C(F)(F)F)N1CCOCC1	-3.5	-3.5
10	O=C1NC(c2ccco2)Nc2sc3c(c21)CCN(Cc1ccccc1)C3 (stereo not given)	-24.0	-3.0
11	COc1ccc(NC(=O)c2cc3n(n2)C(C(F)(F)F)CC(c2ccc4c(c2)OCO4)N3)cc1OC (stereo not given)	-14.2	-10.8
12	CCC(=O)NCc1nc2ccccc2n1Cc1ccccc1F	-1.1	0.6
13	CCOC(=O)N1CCN(C(=O)CN2C(=O)COc3ccc(C(C)(C)C)cc32)CC1	4.8	-1.4
14	O=C(CNS(=O)(=O)c1cccs1)N1CCCC1	31.5	0.5
15	Cc1ccc(-c2ccc(CCC(=O)O)n2C(C)C)cc1	-18.9	-3.4
16	O=C(c1cnc(N2CCN(c3ncccn3)CC2)c2ccccc12)N1CCN(c2ncccn2)CC1	7.4	-0.6
17	O=C(CSc1nc2c(c(=O)n1-c1ccc(Br)cc1)SCC2)NCC1CCCO1 (stereo not given)	12.0	1.7
18	Cc1ccc(S(=O)(=O)NCCC(=O)N2CCN(Cc3ccccc3)CC2)cc1	-5.1	0.3
19	COc1cc(-c2nc(-c3ccc(Br)o3)no2)cc(OC)c1OC	9.2	5.3
20	Cc1ccc(CS(=O)(=O)CCC(=O)NCCCN2CCCC2=O)cc1	-7.8	-1.2
21	Cc1oc(-c2ccc(Cl)cc2)nc1CN1CCCC(C(=O)NCc2ccccn2)C1 (stereo not given)	-6.1	-3.6
22	c1ccc2c(c1)nc(NCCN1CCOCC1)c1nncn12	15.0	-0.1
23	Cc1ccc(-c2[nH]nc3c2C(c2cccnc2)C(C#N)=C(N)O3)cc1 (stereo not given)	-54.6	-9.4
24	CCCN1C(=O)c2cc(C(=O)NCc3ccc(OC)cc3)ccc2C1O (stereo not given)	-16.6	1.5
25	Cc1ccccc1N1CCN(CCN2C(=O)CC(=C3c4ccccc4-c4ccccc43)C2=O)CC1	8.8	0.1

Two successive records out of the list so far, quoted:
No.	mol	QS inhibitor GFP MFI %	QS inhibitor
19	COc1cc(-c2nc(-c3ccc(Br)o3)no2)cc(OC)c1OC	9.2	5.3
20	Cc1ccc(CS(=O)(=O)CCC(=O)NCCCN2CCCC2=O)cc1	-7.8	-1.2

Single records, as listed above. Order of screens: QS inhibitor GFP MFI %	QS inhibitor
CCC(=O)NCCCOc1ccccc1 is entered as -19.8	-3.1
Cc1oc(-c2ccc(Cl)cc2)nc1CN1CCCC(C(=O)NCc2ccccn2)C1 (stereo not given) is entered as -6.1	-3.6
COc1ccc(NC(=O)c2cc3n(n2)C(C(F)(F)F)CC(c2ccc4c(c2)OCO4)N3)cc1OC (stereo not given) is entered as -14.2	-10.8

Next entries
No.	mol	QS inhibitor GFP MFI %	QS inhibitor
26	O=C1Nc2ccccc2OC1CC(=O)N1CCCC1 (stereo not given)	19.6	4.5
27	COc1cc(NS(=O)(=O)c2cccc3nsnc23)c(C(=O)O)cc1OC	6.1	-0.6
28	CC(=O)N(Cc1ccco1)C1(C(=O)NC2CCCCC2)CCCCC1	9.9	3.4
29	Cc1cc(C)n2nc(C(=O)NCc3ccco3)nc2n1	-0.4	-0.3
30	COCCNC(=O)CN1C(=O)CSc2ncccc21	-1.3	-3.2
31	O=C(Cn1cnc2c(nnn2-c2cccc(Cl)c2)c1=O)N1CCCC1	-5.7	-1.9
32	O=C(CCN1C(=O)C2CC=C(Cl)CC2C1=O)Nc1ccccc1O (stereo not given)	4.1	1.7
33	CCOC(=O)c1c(NC(=O)CN2CCCCC2)sc2c1CCCC2O (stereo not given)	3.8	0.1
34	CCOC(=O)c1cn(CC(=O)Nc2ccc(C(C)C)cc2)nn1	13.3	2.3
35	COc1cccc(NC(=O)C2CCCN2C(=O)Nc2cccc(F)c2)c1 (stereo not given)	-33.1	-1.1
36	COc1ccccc1N1CCN(c2cc(C)nc3nc(C)nn23)CC1	9.8	0.8
37	Cc1cc2ncc(C(=O)Nc3ccccc3)c(C)n2n1	-9.0	-2.0
38	O=C(Nc1nc(-c2ccncc2)cs1)C1COc2ccccc2O1 (stereo not given)	2.6	-0.4
39	CC1CCN(CCCNC(=O)c2coc3nc4ccccc4nc23)CC1	3.7	1.1
40	CC1NC(=O)NC1CCCCCC(=O)NCCc1ccccc1 (stereo not given)	24.3	-0.1
41	CCn1c(C(=O)Nc2ccsc2C(=O)OC)cc2sc(Cl)cc21	-14.7	-2.2
42	COc1ccccc1N1C(=O)CC(Sc2nc(C)cc(C)n2)C1=O (stereo not given)	14.4	0.7
43	COc1ccccc1N1CCN(C(=O)C(NS(=O)(=O)c2cccs2)c2ccccc2)CC1 (stereo not given)	11.4	16.9
44	O=C(CN(c1ccc(F)cc1)S(=O)(=O)c1ccc2c(c1)OCCO2)NCC1CCCO1 (stereo not given)	3.6	-1.2
45	O=C(NCc1cccs1)C1CCC(=O)N1C1CCCCC1 (stereo not given)	-5.5	-1.0
46	Cc1ccccc1-n1nc2c(c1NC(=O)c1ccc(Br)o1)CSC2	0.0	-0.2
47	Cc1ccc(C)c(Cn2cnc3c(nnn3-c3ccc(F)cc3)c2=O)c1	4.9	-1.2
48	CCCC(=O)Nc1cnc(NC(=O)c2cccc(F)c2)cc1C	-11.1	-3.8
49	COCCn1nnnc1C(c1ccccc1OC)N1CCc2ccccc2C1 (stereo not given)	21.8	5.5
50	CCOC(=O)c1oc2ccc3c(c2c1C)C(=O)CC1(CCN(C(=O)OCC)CC1)O3	-4.8	-2.1
51	CCOc1ccc(OCC)c(S(=O)(=O)NCc2ccc3c(c2)OCO3)c1	2.5	0.4
52	O=C(O)c1cccc(-n2cccc2/C=N/O)c1	-18.0	-8.9
53	COc1ccc(-c2cc(C(=O)NCc3cccnc3)no2)cc1	10.1	-0.5
54	Cc1ccc(Cc2c(C)nc3nc(SCC(=O)NCc4ccco4)nn3c2C)cc1	19.4	9.7
55	COc1cccc(C(=O)NC(C)C(c2cccs2)N2CCN(C)CC2)c1 (stereo not given)	-5.4	-2.3
56	COC(=O)c1ccccc1NC(=O)Nc1cccs1	-8.2	-2.0
57	Cn1cccc1Cc1nnc(SCC(=O)Nc2ccc3c(c2)OCO3)n1CCc1ccccc1	22.3	19.9
58	Cc1ccc(NC(=O)CSc2nnc(-c3ccncc3)n2C)cc1C	-16.4	-0.8
59	Cc1nnc(SCc2cccc(Oc3ccccc3)c2)n1N	20.9	5.4
60	COCCN1C(=O)C(=O)/C(=C(/O)c2ccc(OC(C)C)cc2)C1c1cccnc1 (stereo not given)	-15.1	-3.6
61	CCc1nc2sc3c(c2c(=O)o1)CCCC3	17.4	11.2
62	CCCSc1nnc(Cn2c(=O)sc3ccccc32)n1-c1ccccc1	15.8	7.6
63	O=C1CSc2ccccc2N1Cc1ccc(F)cc1	10.7	1.1
64	CCCN(CCC)C(=O)COc1cc(=O)n(CC)c2ccccc12	-3.4	-1.3
65	O=C(CSc1nnc(-c2ccco2)c(-c2ccco2)n1)Nc1ccccc1	-12.7	-1.4
66	CC(=O)NC(C)C(c1cccs1)N1CCN(c2ccccc2)CC1 (stereo not given)	6.9	1.4
67	CCOC(=O)C1CCN(S(=O)(=O)c2cnc[nH]2)CC1	-15.4	-6.7
68	Cn1c(=O)n(C)c2cc(CNc3ccc(N4CCOCC4)c(C(=O)O)c3)ccc21	9.0	-0.4
69	Cc1ccc(S(=O)(=O)N2CCOCC2)cc1C(=O)Nc1ccccn1	-4.1	-0.4
70	Cc1ccc(NC(=O)CCC(=O)OCC(F)(F)C(F)F)cc1	-12.6	-1.0
71	O=C(COc1ccccc1)N1CCN=C1SCc1cccnc1	15.7	-0.2
72	O=C(c1ccc(Cl)cc1Cl)N1CCC(c2nc3c(nnn3Cc3ccco3)c(=O)[nH]2)CC1	-12.6	-11.9
73	CCOC(=O)N1CCN(C(=O)CCCn2c(=O)[nH]c3ccccc3c2=O)CC1	-12.1	-8.3
74	CCn1c(=O)cc(OCC(=O)Nc2ccc3c(c2)OCCO3)c2ccccc21	21.1	-0.5
75	CS(=O)(=O)N1CCCC(C(=O)NCc2ccc(F)cc2)C1 (stereo not given)	-17.0	-3.7

Values in list order from the list:
Nos. 54 to 58 in QS inhibitor GFP MFI %, in turn: 19.4, -5.4, -8.2, 22.3, -16.4
Nos. 54 to 58 in QS inhibitor, in turn: 9.7, -2.3, -2.0, 19.9, -0.8

Further structures follow:
No.	mol	QS inhibitor GFP MFI %	QS inhibitor
76	N#CC1=C(N)C(C#N)(C#N)[C@H](c2ccsc2)[C@H]2COCC=C12	-1.9	-2.6
77	CC1CC(C)CN(C(=O)CSc2nnc(-c3ccc(Cl)cc3)o2)C1 (stereo not given)	-4.4	-2.5
78	N/C(=N/O)c1nc(N2CCCCC2)nc(N2CCCCC2)n1	-12.2	-0.1
79	O/N=C1\CC/C(=N\O)c2nn(-c3ccc(Cl)cc3Cl)nc21	8.1	-0.9
80	CC1(C)CNC(=O)c2sc(N3CCOCC3)nc2C1	0.1	0.2
81	O=C(CSc1nc(O)c(Cc2ccccc2)c(=O)[nH]1)Nc1ccccc1	-3.5	-4.1
82	CCOC(=O)C1CCN(c2c(NCCCN(C)C3CCCCC3)c(=O)c2=O)CC1	30.7	10.2
83	CSc1nnc(Cn2c(=O)sc3ccccc32)n1CCc1ccccc1	9.3	3.8
84	Cc1cccc(CCNC(=O)CCc2nc(-c3ccccc3F)no2)c1	8.1	1.0
85	CCOC(=O)N1CCN(C(=O)c2oc3ccc(S(=O)(=O)N4CC(C)CC(C)C4)cc3c2C)CC1 (stereo not given)	-75.1	-10.4
86	Brc1ccc2c(c1)c1nc3ccccc3nc1n2CCN1CCOCC1	-13.7	-2.7
87	COc1ccccc1NC(=O)N1CCN(c2cccc(C(F)(F)F)c2)CC1	2.8	-0.1
88	CC(=O)N(CCN(C(C)=O)c1ccccc1)c1ccccc1	-1.2	-0.6
89	O=C(Cn1cnc2c(cnn2-c2ccccc2)c1=O)NCCc1ccccc1	0.8	-1.2
90	O=C(CCn1cccc1)Nc1cccc(F)c1	5.5	-0.5
91	CCN(CC)S(=O)(=O)c1ccc(C(=O)Oc2ccc3c(c2)OCO3)cc1	22.7	3.5
92	CC(C)NC(=O)c1cc(-c2ccco2)on1	-4.8	-5.1
93	Cc1ccc(C)c(N2CCN(S(=O)(=O)c3ccc4c(c3)OCCO4)CC2)c1	4.7	0.1
94	COc1ccc2oc(C(=O)CCC(=O)O)c(N)c2c1	-8.5	-4.0
95	Cc1cc(C)n2nc(SCC(=O)NCc3ccco3)nc2n1	5.1	-0.7
96	COc1ccc(C)cc1NS(=O)(=O)c1cccc2nonc12	13.9	5.0
97	CCOc1ccccc1N(CC(=O)N1CCOCC1)S(=O)(=O)c1ccccc1	10.0	-1.9
98	CCOCCCn1c(=NC(C)=O)c(C(=O)OCC)cc2c(=O)n3ccccc3nc21	15.2	6.9
99	O=C(O)c1ccc(NC(=O)c2cccs2)cc1	-9.5	0.2
100	CCN(CC)CCn1c(=N)n(CCO)c2ccccc21	0.7	0.0
101	COc1ccc(-n2c(=O)c3ccccc3n(CC(=O)NC3CCCC3)c2=O)c(OC)c1	46.9	34.9
102	CCOc1ccc(N2C(=O)c3cccnc3C2Nc2ccc(OC)cc2)cc1 (stereo not given)	0.6	-1.9

Reformatted with values ahead of the structure: entries from further up
item	QS inhibitor GFP MFI %	QS inhibitor	smiles
81	-3.5	-4.1	O=C(CSc1nc(O)c(Cc2ccccc2)c(=O)[nH]1)Nc1ccccc1
82	30.7	10.2	CCOC(=O)C1CCN(c2c(NCCCN(C)C3CCCCC3)c(=O)c2=O)CC1

High-throughput results from PubChem.
